Source: PubChem BioAssay (several laboratories)
NTR1 ag: agonists of NTR1, primary screen, imaging, U2OS cells, beta-arrestin-GFP, high content (AID 493036). NTR1-U2OS beta-arrestin-GFP spot imaging, agonist mode. activation, % at 20 µM. 330,000 tested, 0.17% active;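 active = activation at or above 40% of the spot to cytoplasm intensity ratio, with at least 20 cells analyzed; inconclusive = wells under 20 cells, flagged as cytotoxic or low count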;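 note: 0% = DMSO without peptide and 100% = 100 nM NTR1 peptide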
Target sequence (P30989 whole entry, looked up): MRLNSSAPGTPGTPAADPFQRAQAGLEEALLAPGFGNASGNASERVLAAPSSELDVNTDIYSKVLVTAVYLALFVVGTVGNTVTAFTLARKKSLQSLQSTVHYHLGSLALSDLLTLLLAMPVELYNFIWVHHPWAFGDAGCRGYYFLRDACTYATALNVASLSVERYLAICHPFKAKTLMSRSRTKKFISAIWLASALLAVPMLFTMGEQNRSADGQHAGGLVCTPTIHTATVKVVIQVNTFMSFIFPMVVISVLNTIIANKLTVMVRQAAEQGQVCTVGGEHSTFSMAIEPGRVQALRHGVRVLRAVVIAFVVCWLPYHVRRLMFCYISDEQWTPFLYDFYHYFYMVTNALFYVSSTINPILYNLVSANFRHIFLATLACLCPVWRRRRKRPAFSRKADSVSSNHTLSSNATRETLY
Rac1 GTP hydrolysis: MgcRacGAP GTPase-activating activity inhibitors, confirmation, biochemical, ADP Hunter fluorescence; Rac GTPase-activating protein 1 (Homo sapiens); MgcRacGAP-stimulated Rac1 GTP hydrolysis, ADP Hunter fluorescence; higher % means a stronger effect; GST-tagged Rac1 F28L mutant substrate; one-dose inhibition, % at 30 µM; IC50 in µM for titrated hits; 340,000 tested, 0.6% active;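 active = first-screen hits whose inhibition reached a set limit at any dose in the follow-up dose series; inconclusive = inhibition above the set first-screen limit but never retested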;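 note: fluorescence reports GDP produced by GAP-driven GTP hydrolysis; strong numbers were not always called active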
Large T inhibition: SV40 large T antigen inhibitors, biochemical (AID 1903). SV40 large T antigen ATPase/helicase inhibition assay; higher % means a stronger effect. one-dose inhibition, % at 20 µM; IC50 in µM for titrated hits. 310,000 tested, 0.39% active; in the data active = a potency from the dose series; inconclusive = inhibition mostly from about 32% at the one dose, without a potency; inactive = the rest, 99 in 100 with inhibition below about 32%; note: strong numbers were not always called active
T cell HTS: modulators of CD8 T cell-vesicle binding, primary screen, mouse 2C CD8+ T cells, flow cytometry; 2C CD8+ T cell-vesicle binding; stronger effect = lower value; calls only at 7 µM; 330,000 tested, 0.068% active; AID 2052, 2009;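 active = response, share of CD8 T cells binding vesicles, and their 90th percentile fluorescence all below set limits, cut at about 80% in these data, passing the limit was not always enough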
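incubation = binding step 1.5 h, 37 °C, antibody labelling 20 min, ice | test system = 2C mouse CD8+ T cells | read-out basis = percent CD8+ FL2 mean versus row control | controls = Peptide-free naked vesicles (low) and QL9 vesicles with 0.7% DMSO vehicle (high) | detection = flow cytometry of vesicle-bound cells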
GPR55 LPI antagonism: GPR55 antagonists blocking LPI-driven arrestin recruitment, primary screen, imaging, U2OS, beta-arrestin-GFP, LPI agonist (AID 2013); G-protein coupled receptor 55 (Homo sapiens); U2OS GPR55 beta-arrestin-GFP translocation imaging, LPI antagonism; higher % means a stronger effect; inhibition, % at 10 µM, or IC50 in µM where a hit was titrated; 290,000 tested, 0.13% active;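 active = spots per cell inhibited over 60%, with over 100 cells counted and total cytoplasm intensity under 500,000; inconclusive = wells with under 100 cells, flagged as likely toxic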;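 note: U2OS cells stably carrying GPR55 and arrestin-GFP stimulated by 5 µM LPI near EC80; imaged beta-arrestin-GFP aggregate spots per cell after agonist stimulation; plate controls were LPI-stimulated DMSO wells for no effect and DMSO wells without LPI for full effect; some results filed as inactive read as strong as hits; confirmed hits need IC50 under 10 µM and bright autofluorescent wells are also inconclusive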
Lipid droplet: inhibitors of hepatocyte lipid droplet formation, primary screen, imaging, high-throughput imaging, BODIPY stain; 240,000 tested, 0.4% active; AML12 mouse hepatocytes, oleate lipid droplets; inhibition, % at 6.5 µM;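 active = lipid droplet intensity inhibited by at least 50%, with more than 500 cells counted; inconclusive = wells with under 300 cells, treated as cytotoxic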
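Material – AML12 mouse liver cells · Also added – oleate loading, 100 µM · Compound dosing – 6.5 µM single-point dosing · Times – overnight treatment with compound plus oleate · Measured by – fluorescence imaging, 20x objective, two fields per well · Read-out – percent inhibition of filter-corrected integrated lipid droplet intensity per well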
LYP phosphatase: inhibitors of LYP phosphatase, biochemical, fluorescence intensity, uHTS (AID 1779) | Tyrosine-protein phosphatase non-receptor type 22 (Homo sapiens) | 290,000 tested, 0.054% active | recombinant LYP phosphatase, fluorescence intensity; higher % means a stronger effect | inhibition, % at 11.5 µM; hits with a dose series show IC50 in µM; in the data active = inhibition above about 50%;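 note: plate controls were vehicle with enzyme for no effect and no enzyme for full effect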
GPR35 arrestin U2OS: GPR35 antagonists blocking zaprinast-driven arrestin recruitment, primary screen, imaging, U2OS, beta-arrestin-GFP, zaprinast agonist (AID 2058); G-protein coupled receptor 35 (Homo sapiens); U2OS GPR35 beta-arrestin-GFP translocation imaging, zaprinast antagonism; higher % means a stronger effect; one-dose inhibition, % at 10 µM; IC50 in µM for titrated hits; 290,000 tested, 0.052% active;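 active = inhibition of at least 50% with at least 30 cells and total cytoplasm GFP at most 10,000,000; inconclusive = under 30 cells or total GFP of 10,000,000 plus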
GPR55 activation: GPR55 agonists via beta-arrestin recruitment, primary screen, imaging, U2OS cells, beta-arrestin-GFP redistribution (AID 1961); U2OS GPR55 beta-arrestin-GFP redistribution imaging; higher % means a stronger effect; 290,000 tested, 0.048% active; G-protein coupled receptor 55 (Homo sapiens); one-dose activation, % at 10 µM; EC50 in µM for titrated hits;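 active = activation above 40% with more than 50 cells counted in the well; inconclusive = wells holding fewer than 50 cells, flagged as toxic or sparse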;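 note: U2OS osteosarcoma cells stably expressing GPR55 and beta-arrestin-GFP; plate controls were DMSO negative control for no effect and LPI positive control for full effect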
Lipid droplet cells 6.5 µM: further read-out of Lipid droplet, marked with its call; cell count; measured here: cell count, cytotoxicity flag;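 cells counted across two imaged fields per well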
T cell HTS vesicle-bound %: further read-out of T cell HTS, marked with its call; double positive events, %; measured here: CD8+ vesicle-bound cell fraction;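 binding gate set so that unloaded-vesicle control wells show 10% double positive cells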
NTR1 ag cell count 20 µM: further read-out of NTR1 ag, marked with its call; cell count; measured here: cell count, cytotoxicity flag
* marks the source's active call; other numbers are inactive results; i = inactive; ? = inconclusive; nt = not tested or not shown.

SMILES	NTR1 ag	NTR1 ag cell count 20 µM	Rac1 GTP hydrolysis	Large T inhibition	T cell HTS	T cell HTS vesicle-bound %	GPR55 LPI antagonism	Lipid droplet	Lipid droplet cells 6.5 µM	LYP phosphatase	GPR35 arrestin U2OS	GPR55 activation
COc1ccc(OC(=O)NCCc2ccccc2)cc1	0.1	56	6%	10%	i	49	18%	-2	695	-8%	0%	-0.1%
CCOC(=O)N1CCN(CC(=O)Nc2ccc(Oc3ccccc3)cc2)CC1	0.7	54	5%	0%	i	20	8%	3	793	-10%	6%	-0.1%
c1cc[n+](CCCC[n+]2ccccc2)cc1	0.4	52	2%	5%	i	59	-5%	12	860	-7%	15%	-0.2%
CC(=O)NS(=O)(=O)c1ccccc1	0.1	44	5%	12%	i	32	-3%	nt	nt	-11%	15%	-0.1%
CCN1CCN(Cc2c(OC)ccc3ccccc23)CC1	-1.9	58	7%	-1%	i	11	19%	-4	571	-3%	-4%	-0.1%
O=c1c2c(nc3cc(-c4ccccc4Cl)[nH]n13)CCS2	-1.9	86	14%	-2%	i	60	-4%	5	673	3%	0%	0.3%
CC1(CCc2ccccc2)NC(=O)N(CC(=O)Nc2ccc3c(c2)OCCO3)C1=O (stereo not given)	-1.0	49	10%	18%	i	22	5%	-1	618	-4%	-2%	0.1%
COc1ccc(-n2nc(C(=O)NCC(=O)NCCCN3CCN(C)CC3)c3ccccc3c2=O)cc1	0.2	61	4%	14%	i	48	4%	12	863	-4%	4%	-0.2%
COCCn1nnnc1C(C(C)C)N1CCCC(C)C1 (stereo not given)	0.3	37	0%	18%	i	22	12%	0	748	-4%	20%	-0.2%
Brc1ccccc1-c1nnc(COc2ncnc3ccccc23)o1	0.0	61	4%	3%	i	30	-9%	10	610	0%	10%	0.0%
Cc1nn(C)c(Cl)c1S(=O)(=O)N[C@@H](c1ccccc1)[C@]1(C)C[C@H]1[C@@H](C)C(=O)Nc1ccc2ccccc2c1	16	91	-2%	10%	i	12	4%	-24	733	5%	-9%	-0.1%
O=C(Cc1ccccc1F)Nc1ccc(S(=O)(=O)N2CCCCC2)cc1	-0.1	56	-1%	-3%	i	41	-16%	-12	693	-7%	-11%	-0.1%
O=C(COc1ccccc1)NC1=NCCS1	-0.4	93	3%	4%	i	12	-3%	4	801	-8%	11%	0.2%
O=C(NCCc1ccc(Cl)cc1)C1(c2ccccc2)CC1	-1.1	66	5%	-6%	i	57	6%	-12	699	-4%	4%	0.0%
O=C(NC1CCCN(Cc2ccccc2F)C1)c1cccc(N2CCCC2=O)c1 (stereo not given)	0.1	58	-2%	24%	i	62	5%	0	772	-7%	-5%	-0.1%
CCN(CC)c1ncc(C#N)c(N)n1	-0.2	54	nt	11%	i	33	-2%	-16	602	-11%	8%	1.1%
Cc1cc2ccccc2n1CCNC(=O)C(C)Oc1ccccc1 (stereo not given)	-2.9	68	4%	10%	i	31	5%	-2	629	-2%	-9%	-0.3%
COc1cc(/C=N/n2cc(-c3ccccc3)[nH]c2=S)cc(OC)c1O	1.7	42	28%	?	i	33	14%	3	800	-1%	-4%	-0.1%
CCCCOCCCNC(=O)c1ccccc1OCC	-1.5	50	2%	4%	i	21	9%	-5	734	-5%	-14%	0.0%
Cc1nc(NC(=O)CN(C)S(=O)(=O)c2ccc(Br)cc2)sc1C	2.4	70	6%	5%	i	34	?	5	787	-3%	2%	0.2%
CSc1ccccc1NC(=O)c1ccccc1N(Cc1ccccc1)S(C)(=O)=O	3.8	69	13%	11%	i	40	20%	nt	nt	2%	12%	0.1%
Cn1ncc(Cl)c1C(=O)Nc1sc2c(c1C(N)=O)CCC2	10	76	-10%	15%	i	23	16%	6	766	-9%	-2%	0.2%
CC1CC(C)(C)N(C(=O)NC2CCCCC2)c2ccccc21 (stereo not given)	-0.3	45	9%	3%	i	12	8%	10	747	-7%	1%	-0.5%
Cc1nc2ccc(C(=O)Nc3ccc(N(C)C)cc3)cc2s1	0.0	48	39µM*	29%	i	5	nt	nt	nt	nt	nt	nt
Cc1cc(C)nc(NS(=O)(=O)c2cccs2)c1	-0.1	36	4%	1%	i	54	-1%	12	743	-3%	-1%	0.0%
Cc1ccccc1C(=O)c1cccn1CC(=O)NCc1ccccc1Cl	-0.8	51	-10%	15%	i	50	4%	-6	775	-4%	1%	-0.3%
CCOc1ccccc1N=C1NC(=O)CS1	-0.7	62	-2%	-2%	i	21	4%	5	648	4%	-6%	0.5%
CC1CCCCN1Cc1ccc(N)cc1 (stereo not given)	0.0	88	6%	11%	i	32	11%	?	nt	-10%	1%	-0.4%
O=C(Cn1cnc2c(nc3n2CCCCC3)c1=O)Nc1cccc(C(F)(F)F)c1	0.9	59	5%	6%	i	21	9%	-14	579	-10%	-8%	-0.1%
Cc1ccc(C)c(COC(=O)c2cc(S(=O)(=O)N3CCCCC3)ccc2N2CCOCC2)c1	2.1	59	2%	9%	i	21	nt	nt	nt	nt	nt	nt
CN(CC(=O)Nc1cccc(F)c1)C(=O)C1CC(=O)N(CCc2ccccc2)C1 (stereo not given)	1.2	62	4%	8%	i	34	nt	nt	nt	nt	nt	nt
COc1ccccc1C(CNC(=O)C(C)Oc1ccc(Br)cc1)N1CCCC1 (stereo not given)	-1.2	60	7%	9%	i	18	nt	nt	nt	nt	nt	nt
COC(=O)C1=C(NC(=O)c2ccc(C)c(C)c2)CCS1	3.6	69	6%	12%	nt	nt	18%	nt	nt	-4%	3%	0.3%
CCC(=O)N1CCc2cc(S(=O)(=O)CCC(=O)N3CCN(c4ccc(F)cc4)CC3)ccc21	-0.5	83	4%	-13%	i	6	8%	-8	726	-16%	-1%	-0.2%
COc1cc2cc(C(=O)N/N=C/c3ccc(F)cc3)[nH]c2cc1OC	1.5	97	7%	9%	i	29	3%	12	840	0%	-17%	0.0%
COC(=O)c1c(NC(=O)c2c(C)noc2C)sc2c1CCCCCC2	nt	nt	nt	2%	nt	nt	7%	2	791	-2%	6%	-0.1%
CC(C)CN(C(=O)c1cc(=O)[nH]c2ccccc12)c1c(N)n(Cc2ccccc2)c(=O)[nH]c1=O	1.3	63	4%	17%	i	38	nt	nt	nt	nt	nt	nt
COC(=O)c1cc(Br)c(=O)n(-c2cc(C)on2)c1	-0.3	32	5%	10%	i	44	7%	nt	nt	-1%	-8%	0.2%
OCCN1CCN(C(=S)c2ccc(Cl)cc2)CC1	0.3	52	18%	5%	i	24	-8%	9	695	0%	10%	-0.1%
CC(C)(O)c1[nH]c2ccc(C#N)cc2c1C(C)(C)O	-1.2	49	nt	18%	i	34	-7%	nt	nt	-6%	3%	-0.3%
CN(C)CCN1C(=O)C(=O)/C(=C(/O)c2ccc(S(=O)(=O)N3CCOCC3)cc2)C1c1ccc(F)cc1 (stereo not given)	-0.5	54	7%	11%	i	38	0%	-12	679	-5%	-1%	-0.2%
CCn1nc(C)c(CNC(=O)CC2C(=O)NCCN2CC(C)(C)C)c1C (stereo not given)	-0.7	91	1%	5%	i	48	4%	10	708	-6%	2%	-0.1%
CC(=O)c1cccc(OCc2cc(C(=O)N(C)C(C)c3ccccn3)no2)c1 (stereo not given)	-1.0	55	4%	13%	i	68	3%	-9	847	0%	5%	0.2%
Cc1ccccc1OCC(=O)Nc1cccc(C(=O)O)c1	nt	nt	5%	-5%	nt	nt	-2%	0	665	0%	-14%	-0.2%
COC(=O)c1sccc1NC(=O)CN1CCN(c2ccc(F)cc2)CC1	7.0	36	12%	-1%	i	11	-2%	nt	nt	-3%	-11%	-0.2%
CCCOc1ccccc1-n1sc2c(c1=S)-c1cc(OC)cc3c1N(C(=O)C3=O)C2(C)C	25	77	9%	21%	i	26	1%	2	732	6%	2%	0.0%
O=C(CC1COc2ccccc2O1)NCc1ccccc1 (stereo not given)	-0.3	79	5%	-5%	i	62	6%	-9	724	-5%	2%	-0.1%
CC(C)C(c1nnnn1C1CCCCC1)N1CCc2ccccc21 (stereo not given)	-4.7	84	-9%	3%	i	46	2%	-21	764	-3%	-2%	0.0%
CSc1ccccc1COC(=O)Nc1ccccc1C	-1.5	35	8%	6%	i	46	28%	18	692	-4%	-3%	-0.3%
COc1ccc(-c2[nH]ncc2/C=N/NC(=O)c2cc(Br)ccc2O)c(OC)c1	1.6	77	3%	7%	i	28	-4%	-2	560	3%	-3%	0.7%

The listing continues.
SMILES	NTR1 ag	NTR1 ag cell count 20 µM	Rac1 GTP hydrolysis	Large T inhibition	T cell HTS	T cell HTS vesicle-bound %	GPR55 LPI antagonism	Lipid droplet	Lipid droplet cells 6.5 µM	LYP phosphatase	GPR35 arrestin U2OS	GPR55 activation
Cn1c(CSCc2ccc(Cl)cc2)nnc1SCC(=O)Nc1nccs1	11	72	3%	-3%	i	52	-7%	5	760	-6%	-7%	-0.4%
Cc1ccc(C)n1-c1ccc(C#N)cn1	-1.4	64	8%	-7%	i	29	-8%	-4	705	-6%	8%	0.1%
COc1ccc(S(=O)(=O)N(C)CC(=O)NCc2cccnc2)cc1	0.7	55	3%	6%	i	59	16%	4	804	-3%	-3%	-0.2%
O=C(OCCCN1CCOCC1)c1ccc(O)c(O)c1	2.4	63	?	12µM*	i	45	4%	-6	664	-5%	-2%	-0.1%
CC(C)NC(=O)Cn1cnc2c1c(=O)n(C)c(=O)n2C	-1.2	62	6%	6%	i	26	-6%	3	720	1%	-12%	0.0%
